GLD-1 TGE inh: GLD-1-TGE RNA interaction inhibition (C. elegans); purified GLD-1 + fluorescein TGE RNA, fluorescence polarization; 320,000 compounds, 0.44% hits; inhibition, % at 5.96 µM; Q17339;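 active = percent inhibition above a per-plate cutoff, the plate mean of test compounds plus 3 SD, cut at about 30% in these data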;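 also: 0% = DMSO wells with GLD-1 and probe and 100% = wells lacking GLD-1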
VLA-4 inh: inhibition in a human VLA-4 binding assay; P13612; VLA-4 expressing cells, ligand binding flow cytometry; inhibition, % (about 7 µM as worked out from the volumes in the protocol); 330,000 compounds, 0.2% hits; AID 2557; in the data active = inhibition above about 50%
GRK2 inh: blocks RNA aptamer binding to human GRK2 | P25098 | bead flow cytometry, FAM-aptamer displacement from GRK2 | inhibition of aptamer binding, % at 10 µM | 330,000 compounds, 0.59% hits | AID 488847;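 active = inhibition of aptamer binding above 40%, roughly 3 SD of noise, on plates passing a quality check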;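 also: median bead fluorescence of bound FAM aptamer so fluorescent compounds give negative values; no value below 0 was filed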
MEX-5 binding: C. elegans MEX-5 TCR-2 RNA binding activity; MEX-5/FITC-TCR2 RNA binding, fluorescence polarization; active compounds read low; activity score (negative = inhibition of binding), % at 10 µM; 300,000 compounds, 0.38% hits;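 active = inhibition past about -25% in most replicates, and total fluorescence under double the plate's negative control median, limit read from the data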;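 also: 0% = DMSO and -100% = 5 µM competing unlabeled TCR2 RNA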
Target sequence (Q9XUB2 whole entry, looked up): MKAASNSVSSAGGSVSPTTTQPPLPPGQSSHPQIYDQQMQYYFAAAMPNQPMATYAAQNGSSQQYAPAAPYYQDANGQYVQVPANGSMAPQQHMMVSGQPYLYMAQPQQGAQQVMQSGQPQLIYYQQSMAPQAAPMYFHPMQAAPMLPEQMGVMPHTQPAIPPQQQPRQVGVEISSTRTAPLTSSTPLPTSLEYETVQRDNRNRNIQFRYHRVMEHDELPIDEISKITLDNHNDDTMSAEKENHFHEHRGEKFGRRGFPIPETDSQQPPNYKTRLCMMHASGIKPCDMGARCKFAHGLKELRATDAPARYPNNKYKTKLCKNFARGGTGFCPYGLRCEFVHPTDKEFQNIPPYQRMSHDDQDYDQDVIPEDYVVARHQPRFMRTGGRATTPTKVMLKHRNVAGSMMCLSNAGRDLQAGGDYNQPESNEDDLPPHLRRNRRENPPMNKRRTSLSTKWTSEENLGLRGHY
Efflux pump mplx: antifungal efflux pump inhibition, Nile Red retention; S. cerevisiae Candida pump triplex; inhibition, % at 10 µM; 330,000 compounds, 0.44% hits; AID 485275;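 active = plate passing quality check with inhibition over a set limit, or well fluorescence over plate mean plus 4 SD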;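 also: Nile Red retained in pooled yeast measured as flow cytometry median fluorescence; 0% = buffer negative control and 100% = Enniatin B positive control; higher means more Nile Red kept so more efflux inhibition; some compounds called inactive have numbers as strong as hits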
Fam108B inh: counter-screen for RBBP9 inhibitors: inhibitors of mouse Fam108B | recombinant Fam108B, FP-Rh probe fluorescence polarization | inhibition, % at 9.51 µM | 300,000 compounds, 0.33% hits;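 active = inhibition above the screen mean inhibition plus 3 SD, computed separately per campaign, cut at about 18% in these data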;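 also: inhibitors lower polarization as less probe binds the enzyme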
BCLXL inh: blocks human Bcl-xL binding to Bim BH3 peptide. GST-Bcl-xL / FITC-Bim BH3 peptide fluorescence polarization. inhibition, % at 10.9 µM. 320,000 compounds, 0.7% hits. AID 2129;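 active = inhibition above the mean of all tested compounds plus 3 SD, cutoff set per campaign, cut at about 30% in these data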;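 also: 0% = DMSO wells and 100% = unlabeled Bim-BH3 peptide competitor; inhibitors lower millipolarization by displacing the labeled peptide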
PME-1 inh: blocks human protein phosphatase methylesterase 1; Q9Y570; recombinant PME-1, FP-Rh probe fluorescence polarization; inhibition, % at 5.9 µM; 320,000 compounds, 0.53% hits;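 active = inhibition above the campaign mean of all compounds plus 3 SD, cut at about 26% in these data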;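 also: competitive labeling of PME-1 active site by serine hydrolase directed probe; 0% = PME-1 with DMSO and 100% = wells lacking PME-1 enzyme; inhibitors block probe labeling so polarization falls and inhibition rises; many of its hits are not listed in these tables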
Target sequence (Q9Y570 whole entry, looked up): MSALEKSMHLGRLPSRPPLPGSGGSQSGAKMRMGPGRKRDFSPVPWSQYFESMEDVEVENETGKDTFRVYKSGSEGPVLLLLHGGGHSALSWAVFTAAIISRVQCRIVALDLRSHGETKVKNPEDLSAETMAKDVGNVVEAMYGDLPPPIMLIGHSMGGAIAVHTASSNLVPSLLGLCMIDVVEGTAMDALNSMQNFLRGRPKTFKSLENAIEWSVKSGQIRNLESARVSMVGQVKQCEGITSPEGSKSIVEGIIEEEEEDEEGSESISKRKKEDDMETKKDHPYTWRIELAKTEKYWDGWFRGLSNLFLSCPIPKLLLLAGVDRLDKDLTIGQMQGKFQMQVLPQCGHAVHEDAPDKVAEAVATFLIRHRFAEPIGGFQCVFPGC
MCL1 BIM primary: disrupts human MCL1 binding to BIM-BH3 peptide. inhibition, % at 10.9 µM. Q07820. 320,000 compounds, 0.68% hits. GST-MCL1 / FITC-Bim-BH3 fluorescence polarization;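 active = inhibition above the mean inhibition of all tested compounds plus 3 SD, set per campaign, cut at about 40% in these data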;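 also: 0% = DMSO wells and 100% = unlabeled Bim-BH3 peptide control; higher means more loss of mP so more displacement of Bim peptide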
The depositor's hits bear a star; nt = no result given.

SMILES	GLD-1 TGE inh	VLA-4 inh	GRK2 inh	MEX-5 binding	Efflux pump mplx	Fam108B inh	BCLXL inh	PME-1 inh	MCL1 BIM primary
COc1ccccc1N1CCN(Cc2c[nH]c3ccccc23)CC1	4	13	0	-1.1	0.1	-1	9	-3	7
CC1CN(C(=O)CCC(=O)NCc2ccccc2Cl)c2ccccc2S1 (stereo not given)	-3	-7	2	2.2	0.0	-3	0	1	6
Cc1ccc(/C=N/N=C/c2ccc(C)s2)s1	1	-3	0	-0.9	0.4	-1	8	1	8
COc1ccc2cc(CCNC(=O)CC(C)(C)C)c(=O)[nH]c2c1	2	15	0	0.5	-0.1	2	2	0	-3
Cc1nn(CC(=O)N(C)C2CCS(=O)(=O)C2)c(C)c1S(=O)(=O)N(C)C (stereo not given)	4	6	0	nt	0.0	nt	1	2	4
O=C(NCCCn1ccnc1)C(=O)NCC(c1ccco1)N1CCN(c2ccccc2)CC1 (stereo not given)	2	4	0	-1.7	0.0	6	0	-2	-6
CCn1c(SCC(=O)Nc2cccc(OC)c2)nc2ccccc2c1=O	nt	-6	5	-0.4	-0.1	nt	nt	nt	nt
Cc1nc2ccccn2c1/C(O)=C1\C(=O)C(=O)N(CCN2CCOCC2)C1c1ccncc1 (stereo not given)	14	26	1	0.7	0.0	-1	19	-4	13
COc1ccc(Nc2cc(Cl)ccc2C(=O)O)cn1	66*	23	0	-11	0.3	4	51*	-8	63*
CCOc1ccc(C(CCc2ccccc2)NC(=O)c2ccccc2F)cc1OCC (stereo not given)	3	-2	3	0.0	0.5	-5	1	-3	1
CC(=O)c1c(N2CCOCC2)nc2ccc(Cl)cc2c1-c1ccccc1	7	4	2	1.2	0.0	4	3	6	3
O=C(CN1CCCN(S(=O)(=O)c2ccc(F)cc2)CC1)Nc1c(Cl)cccc1Cl	-2	3	1	2.3	0.5	-1	-2	9	2
COc1ccc(CC(=O)NC(c2ccccc2)c2ccccc2)cc1S(=O)(=O)N1CCOCC1	9	0	0	2.7	-0.1	-1	2	1	1
Clc1ccccc1Cn1nnc(-c2ccccc2)n1	0	0	1	0.4	0.1	0	4	-1	-5
COc1ccc(C(C(=O)NC2CCCCC2)N(CC2CCCO2)C(=O)C2COc3ccccc3O2)cc1OC (stereo not given)	0	3	1	-1.0	0.3	3	4	3	3
O=C(CN1CCN(S(=O)(=O)c2ccc(Br)cc2)CC1)N/N=C/c1ccc(Cl)c([N+](=O)[O-])c1	1	0	0	0.3	-12	-3	5	16	8
COc1ccc(-n2c(=O)n(Cc3ccccc3)c(=O)c3[nH]cnc32)cc1	0	-3	0	1.0	0.1	7	-3	6	-4
Cc1ccc(S(=O)(=O)NNC(=O)Nc2cccc3ccccc23)cc1	0	0	0	0.1	-0.1	-1	-1	0	0
COc1ccc(COCC(O)CN2CCC(CN3C(=O)c4cccc5cccc(c45)C3=O)CC2)cc1OC (stereo not given)	-2	8	0	-1.7	-0.1	0	7	3	-2
O=C(NCCc1ccccc1)c1ccccc1SCC(=O)N1CCCC1	-9	0	0	2.8	0.1	0	3	6	3
COC(=O)c1ccc(Cn2c(O)c(N=O)c3ccccc32)o1	2	-10	2	0.2	-0.1	-7	-2	-30	-1
O=C(CSc1ccccc1F)NNC(=O)c1cncc(Br)c1	5	-11	1	nt	-0.2	nt	nt	nt	nt
O=C(O)c1ccc(-c2noc(-c3ccccc3F)n2)cc1	8	nt	nt	-2.1	nt	1	3	-6	3
CC1(C)CCCN(Cc2c(O)ccc3c(=O)c(-c4nc5ccccc5s4)c(N)oc23)C1	-4	-14	0	-1.9	0.2	5	0	4	1
O=C(O)c1ccccc1C(c1ccc(O)cc1)c1ccc(O)cc1	-6	9	1	-0.2	0.0	-2	-1	-3	-7
CCC(CO)Oc1cc(NC(=O)c2ccccc2C)c2ncn(C(C)C)c2c1 (stereo not given)	3	6	0	nt	-0.1	nt	nt	nt	nt
Cc1[nH]c2ccccc2c1/C=N/NC(=O)Nc1ccccc1	-6	3	3	-1.8	0.2	-1	-13	11	-21
Cc1cc(C)n(-c2nnc(Cl)c3ccccc23)n1	2	3	2	0.1	0.0	2	7	2	0
CCCC(=O)N(C)c1nnc(-c2ccc(OC)cc2)s1	-3	-3	0	-2.9	0.1	1	0	0	-1
COc1cccc(C(=O)N2N=C(c3cccc(OC)c3)CC2(O)C(F)(F)F)c1 (stereo not given)	-1	6	3	-0.9	0.0	5	2	6	1
CCOC(=O)N1CCN(C(=O)CCNS(=O)(=O)c2cc(Br)cnc2N)CC1	-7	-8	0	-1.5	-0.1	0	9	-4	-5
O=C(Nc1ccc(S(=O)(=O)N2CCCCC2)cc1)c1ccccc1Cl	0	1	0	-1.1	0.1	2	4	5	11
COc1ccc(-c2nnc(SCC(=O)NCCc3ccccc3)o2)cc1	1	16	0	1.5	0.0	-3	4	1	4
CC(=O)c1ccc(NC(=O)C(C)NCc2ccccc2Cl)cc1 (stereo not given)	-4	1	1	4.6	0.1	11	-2	-6	3
CCOC(=O)Cc1csc(NC(=O)CCNS(=O)(=O)c2ccc3c(c2)CCC(=O)N3)n1	-1	3	4	-0.4	-0.2	4	8	-2	9
CCOC(=O)c1oc2cc(O)cc(C)c2c(=O)c1-c1cscn1	-1	13	0	-1.7	0.1	0	6	-1	17
N#CNC1=NCN(Cc2ccccc2)CN1	5	6	1	-0.6	0.2	-6	0	4	2
C/C=C(\C)C(=O)NCCN1C2=NC[C@@H](C)N2C[C@H]1Cc1ccc(O)cc1	0	15	68*	0.2	0.1	-4	-1	6	3
CC(OC(=O)C1CCN(S(=O)(=O)c2ccccc2)CC1)C(=O)Nc1ncc(Cl)cc1Cl (stereo not given)	5	0	0	-0.9	0.1	3	5	5	4
COc1ccc(N2CCN(S(=O)(=O)c3ccc(-n4cnnn4)c(C)c3)CC2)cc1	5	8	0	0.2	0.1	2	2	3	-4
CCCCOC(=O)c1[nH]c2c(c1C)C(=O)CC(c1cc(OC)c(OC)c(OC)c1)C2 (stereo not given)	-8	-23	3	0.9	0.0	-3	-3	3	-9
CCCCOC(=O)Nc1nnc(C(C)C)s1	-6	10	1	-1.6	0.4	1	1	-2	-2
COc1ccc(CCNc2ccncn2)cc1OC	2	4	2	-2.8	0.4	5	1	0	3
O=C(Cn1nnc(-c2ccccc2F)n1)N1CCCCC1	2	-2	1	0.1	0.0	-4	5	-3	7
CCOC(=O)c1ccc(NS(=O)(=O)c2ccc3[nH]c(=O)[nH]c3c2)cc1	-2	10	0	-3.0	-0.2	0	2	-2	4
Cc1oc(-c2ccccc2)cc1C(=O)Nc1ccccc1	-1	11	0	0.3	0.0	-3	3	-8	0
CC(OC(=O)Cc1c[nH]c2ccccc12)C(=O)Nc1ccc(S(N)(=O)=O)cc1 (stereo not given)	8	0	1	2.3	0.0	-2	-3	4	-4
CC1Sc2ccc(S(=O)(=O)CCC(=O)NCc3cccs3)cc2NC1=O (stereo not given)	1	-3	0	1.3	0.1	-1	-2	0	-4
CC(OC(=O)c1cccc(S(=O)(=O)Nc2cccc(C(F)(F)F)c2)c1)C(=O)Nc1ccc2c(c1)OCCO2 (stereo not given)	-1	6	4	1.6	-5.7	-9	-2	-11	-3

Reprinted at random: 2 records from the list
SMILES	GLD-1 TGE inh	VLA-4 inh	GRK2 inh	MEX-5 binding	Efflux pump mplx	Fam108B inh	BCLXL inh	PME-1 inh	MCL1 BIM primary
Cc1oc(-c2ccccc2)cc1C(=O)Nc1ccccc1	-1	11	0	0.3	0.0	-3	3	-8	0
CC(OC(=O)Cc1c[nH]c2ccccc12)C(=O)Nc1ccc(S(N)(=O)=O)cc1 (stereo not given)	8	0	1	2.3	0.0	-2	-3	4	-4

Of the compounds above, 14 have an aryl methoxy group:
SMILES	GLD-1 TGE inh	VLA-4 inh	GRK2 inh	MEX-5 binding	Efflux pump mplx	Fam108B inh	BCLXL inh	PME-1 inh	MCL1 BIM primary
COc1ccccc1N1CCN(Cc2c[nH]c3ccccc23)CC1	4	13	0	-1.1	0.1	-1	9	-3	7
COc1ccc2cc(CCNC(=O)CC(C)(C)C)c(=O)[nH]c2c1	2	15	0	0.5	-0.1	2	2	0	-3
CCn1c(SCC(=O)Nc2cccc(OC)c2)nc2ccccc2c1=O	nt	-6	5	-0.4	-0.1	nt	nt	nt	nt
COc1ccc(Nc2cc(Cl)ccc2C(=O)O)cn1	66*	23	0	-11	0.3	4	51*	-8	63*
COc1ccc(CC(=O)NC(c2ccccc2)c2ccccc2)cc1S(=O)(=O)N1CCOCC1	9	0	0	2.7	-0.1	-1	2	1	1
COc1ccc(C(C(=O)NC2CCCCC2)N(CC2CCCO2)C(=O)C2COc3ccccc3O2)cc1OC (stereo not given)	0	3	1	-1.0	0.3	3	4	3	3
COc1ccc(-n2c(=O)n(Cc3ccccc3)c(=O)c3[nH]cnc32)cc1	0	-3	0	1.0	0.1	7	-3	6	-4
COc1ccc(COCC(O)CN2CCC(CN3C(=O)c4cccc5cccc(c45)C3=O)CC2)cc1OC (stereo not given)	-2	8	0	-1.7	-0.1	0	7	3	-2
CCCC(=O)N(C)c1nnc(-c2ccc(OC)cc2)s1	-3	-3	0	-2.9	0.1	1	0	0	-1
COc1cccc(C(=O)N2N=C(c3cccc(OC)c3)CC2(O)C(F)(F)F)c1 (stereo not given)	-1	6	3	-0.9	0.0	5	2	6	1
COc1ccc(-c2nnc(SCC(=O)NCCc3ccccc3)o2)cc1	1	16	0	1.5	0.0	-3	4	1	4
COc1ccc(N2CCN(S(=O)(=O)c3ccc(-n4cnnn4)c(C)c3)CC2)cc1	5	8	0	0.2	0.1	2	2	3	-4
CCCCOC(=O)c1[nH]c2c(c1C)C(=O)CC(c1cc(OC)c(OC)c(OC)c1)C2 (stereo not given)	-8	-23	3	0.9	0.0	-3	-3	3	-9
COc1ccc(CCNc2ccncn2)cc1OC	2	4	2	-2.8	0.4	5	1	0	3

Bioassay records (PubChem BioAssay)

A portion of the library; count on the stated rates, not on these rows.
